RAD52 inh – blocks human RAD52 DNA annealing | P43351 | recombinant RAD52 DNA annealing, FRET fluorescence | inhibition, % at 18.7 µM | hit rate 0.46% among 360,000 | AID 651710;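 active means every replicate showing at least 50% inhibition; inconclusive means mean inhibition at least 50% but not in every replicate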
Target sequence (P43351 whole entry, looked up): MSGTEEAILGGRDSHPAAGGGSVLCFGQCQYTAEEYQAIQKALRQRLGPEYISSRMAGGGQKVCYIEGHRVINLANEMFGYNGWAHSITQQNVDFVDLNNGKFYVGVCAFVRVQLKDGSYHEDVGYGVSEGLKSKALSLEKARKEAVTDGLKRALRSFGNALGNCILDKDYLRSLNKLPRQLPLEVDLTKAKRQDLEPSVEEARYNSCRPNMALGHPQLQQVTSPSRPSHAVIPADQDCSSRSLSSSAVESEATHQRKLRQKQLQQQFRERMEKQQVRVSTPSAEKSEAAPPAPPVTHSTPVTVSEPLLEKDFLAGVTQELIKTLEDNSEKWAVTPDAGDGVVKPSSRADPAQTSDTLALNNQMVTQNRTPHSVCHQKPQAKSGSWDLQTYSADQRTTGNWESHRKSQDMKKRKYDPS
E-selectin induc – induces E-selectin expression in human endothelial cells | hit rate 0.37% among 260,000 | HUVEC E-selectin immunofluorescence imaging; normalized: neutral wells 0, TNF-alpha wells 100 | AID 686992 | activation, % at 7.58 µM;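 active means mean E-selectin-positive cell signal at least 10% of the positive control, reached in at least 60% of replicates, without over 20% cell loss; inconclusive means no rule given, readout overlaps actives, possibly toxicity-flagged; inactive means the rest, including those meeting only one limit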;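 further: in these data hits start at about 27%; measured in HUVEC primary endothelial cells; signal is the percent of cells scored E-selectin positive by PE staining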
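Assay system: HUVEC primary endothelial cells. Input: 3,000 HUVEC seeded per well. Doses: one compound dose added by pin transfer. Read-out basis: % PE-positive cells. Benchmarks: TNF-alpha high, DMSO low. Detection: immunofluorescence imaging. Buffer or medium: EGM-2, gelatin.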
RAD54 inh – inhibitors of human RAD54 branch migration; hit rate 0.14% among 360,000; inhibition, % at 10.4 µM; Q92698; RAD54 Holliday junction branch migration, FAM/BHQ fluorescence;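 active means mean normalized replicate activity at least 40 and at least half of replicates scoring 40 or more; inconclusive means only one of the two criteria met; inactive means mean below 40 and under half of replicates reaching 40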;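 further: 0% = median of neutral control wells and 100% = median of positive control wells; inhibitors cause a drop in the FAM fluorescence signal; in these data hits start at about 50%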
ERp5 block – inhibitors of human ERp5. Q15084. ERp5 insulin aggregation, absorbance 650 nm, 90 min. inhibition, % at 9.99 µM. hit rate 0.05% among 350,000. AID 651711;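 active means mean replicate inhibition above about 25%, with every replicate also reaching it, limit read from the data, passing the limit was not always enough; inconclusive means only one of those two criteria met; inactive means neither criterion met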
ARNT TACC3 PPI – disruptors of human ARNT/TACC3 interaction; Q9Y6A5; AlphaScreen His-ARNT PAS-B/GST-TACC3 binding, luminescence; TACC3 fragment carries E629A point mutation; inhibition, % at 9.99 µM; hit rate 0.66% among 390,000; AID 623870;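 active means mean inhibition of replicates at least 50% and at least half of replicates each reaching 50%; inconclusive means half or more replicates reach 50% but mean below 50%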;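 further: 0% = complete ARNT plus TACC3 wells and 100% = ARNT alone without TACC3; many hits fall short of the cut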
PglD inh – inhibitors of Campylobacter jejuni PglD acetyltransferase. purified PglD enzyme, DTNB colorimetric CoA detection. AID 602405. hit rate 0.098% among 360,000. inhibition, % at 12.5 µM; in the data active means inhibition above about 16%, passing the limit was not always enough; inconclusive means no clear call, values can overlap the other calls; further: strong numbers were not always called active
Casp6 inh – blocks human caspase-6 cleavage activity | purified caspase-6, Z-VEID-R110 cleavage fluorescence | P55212 | hit rate 0.53% among 350,000 | AID 686996 | inhibition, % at 12.5 µM;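 active means mean inhibition across replicates at least about 35%, with every replicate also reaching that limit, limit read from the data; inconclusive means only one of the two criteria met; inactive means neither criterion met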;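 further: 0% = median of neutral control wells and 100% = no fluorescence left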
Target sequence (P55212 24-179 limits assumed): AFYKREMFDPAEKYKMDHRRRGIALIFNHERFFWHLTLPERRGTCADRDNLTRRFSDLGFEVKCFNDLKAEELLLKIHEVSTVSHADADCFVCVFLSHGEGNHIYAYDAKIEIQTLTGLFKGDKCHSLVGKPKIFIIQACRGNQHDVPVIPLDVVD
Target sequence (P55212 194-293 limits assumed): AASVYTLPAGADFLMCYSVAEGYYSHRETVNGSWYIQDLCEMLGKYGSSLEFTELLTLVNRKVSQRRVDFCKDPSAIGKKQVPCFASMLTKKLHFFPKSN
esBAF inh – blocks esBAF chromatin remodeling in mouse ES cells; hit rate 2% among 350,000; AID 602393; reporter increase, % at 12.5 µM; Bmi1-luciferase knock-in reporter, 24 h; 100% = twice the neutral-well signal; in the data active means activation above about 40%; inconclusive means no clear call, values can overlap the other calls;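 further: 0% = median of the plate's neutral control wells and 100% = double that signal; a rise in the Bmi1 reporter signal indicates esBAF inhibition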
Active calls of the source: *; u = inconclusive; x = not tested or not shown.

SMILES	RAD52 inh	E-selectin induc	RAD54 inh	ERp5 block	ARNT TACC3 PPI	PglD inh	Casp6 inh	esBAF inh
C[C@H]1CN([C@@H](C)CO)C(=O)Cc2cc(NC(=O)Nc3ccccc3)ccc2O[C@H]1CN(C)S(=O)(=O)c1cccs1	-32	-0.3	15	0	9	-1	1	1
Cc1ccc2c(c1)COc1c3ccc(C(=O)N[C@@H](C)CO)cc3nn1-2	5	0.1	17	u	1	3	-2	62*
CC(C)Cc1cc(C(=O)Nc2cc(Br)ccc2O)no1	-8	0.5	-2	-7	30	-5	1	31
Cc1c2c(nc3ccccc13)CCC(C)C2 (stereo unspecified)	2	x	x	1	-7	x	1	x
CCOC(=O)c1ccc(S(=O)(=O)NNS(=O)(=O)c2ccc(C)cc2)cc1	-12	-1.6	3	2	-10	0	2	-2
Cc1cc(OC(C)C(=O)N2CCN(c3ccc(F)cc3)CC2)c2c(C)c(C)c(=O)oc2c1 (stereo unspecified)	-2	-1.8	5	x	5	-3	-2	-2
CCn1c(=S)[nH]c2c(=O)n(C)c(=O)n(C)c21	-1	-0.1	-5	1	-7	1	0	0
CCOc1ccccc1NC(=O)NCc1cccnc1	-9	4.1	x	-6	1	x	-3	x
O=C(CCl)Nc1cccc(S(=O)(=O)NC2=NCCCCC2)c1	-5	3.4	-11	-1	9	-3	2	-22
CCCN(C)C[C@@H]1Oc2ncc(-c3ccccc3F)cc2C(=O)N([C@@H](C)CO)C[C@@H]1C	7	-0.1	-3	1	-1	2	2	1
Cc1ccc(CNC(=O)Nc2ccc(F)cc2)n1C	-17	x	-8	4	3	5	4	0
COCCNc1nc2c(c(=O)n(Cc3cccc(Cl)c3)c(=O)n2C)n1C	2	x	10	0	-8	-2	-5	11
CCOc1ccccc1NC(=O)C(OC(=O)c1cnccn1)c1ccccc1 (stereo unspecified)	-15	x	-6	-4	0	0	-2	-3
Cc1cc(NC(=O)c2cccc(S(=O)(=O)N3CCCCCC3)c2)no1	x	x	-5	x	-8	2	x	6
CC(=O)c1c(C)[nH]c(C(=O)N2CCc3ccccc3C2)c1C	x	x	2	x	-13	-3	x	-6
O=C(Nc1ccc2c(c1)oc1ccccc12)c1ccc2c(c1)OCO2	x	x	-4	x	-4	3	x	39
O=C1c2ccccc2C(=O)N1C[C@@H]1CCCN(Cc2ccc(OCCO)cc2)C1	13	x	3	-1	7	6	0	x
COc1cccc(CN2CCNC(=O)C2CC(=O)NCCN2CCOCC2)c1OC (stereo unspecified)	-9	1.0	-4	-9	-10	-6	13	-1
COc1cc(/C=N/NC(=O)C(=O)NCC2CCCO2)ccc1OCC(=O)N1CCOCC1 (stereo unspecified)	0	x	x	2	-3	x	0	x
CN(CC(=O)Nc1ccc(N2CCOCC2)cc1)C(=O)CCc1cc(C(C)(C)C)c(O)c(C(C)(C)C)c1	-6	3.8	-2	-3	-7	2	6	13
OC(c1ccccc1)c1ncc(-c2ccccc2Cl)[nH]1 (stereo unspecified)	-6	0.2	-8	-7	x	2	2	u
COc1ccc(N(CC(=O)NCc2ccc3c(c2)OCO3)C(=O)c2csnn2)cc1	-8	-0.2	-14	5	-2	0	-2	24
C[C@@H]1CN([C@H](C)CO)C(=O)c2cccc(NS(=O)(=O)c3ccc(Cl)cc3)c2O[C@H]1CN(C)Cc1ccc(Oc2ccccc2)cc1	-5	0.0	-5	-5	0	1	-1	2
CCSc1ccccc1C(=O)NCc1ccco1	x	x	0	x	-11	-4	x	-2
Cc1c(Cl)c(C(=O)N2CCCc3ccccc32)nn1C	-1	x	-5	-8	1	-6	0	7
C=CCSc1nnc(NC(=O)C23CC4CC(CC(NC(C)=O)(C4)C2)C3)s1	-2	x	-15	-2	-2	4	1	9
CCOc1cc(N2CCOCC2)c(OCC)cc1NC(=O)CSc1nnc(N)s1	-9	0.1	x	3	24	x	1	x
COc1ccc(C(=O)Nc2ccc(C)c(S(=O)(=O)N3CCOCC3)c2)cc1S(=O)(=O)N1CCCC1	-4	-0.5	-1	1	-2	-1	2	3
COc1ccc(C2CC(c3ccc([N+](=O)[O-])cc3)=NN2C(C)=O)cc1 (stereo unspecified)	-13	x	6	5	11	-3	2	71*
COc1cc(/C=N/NS(=O)(=O)c2ccccc2)ccc1OS(=O)(=O)c1ccc(C)cc1	-7	0.3	x	3	19	x	-1	x
CCOC(=O)c1oc2ccccc2c1COC(=O)CNC(=O)c1cccc(C)c1	-23	1.3	-5	7	1	-21	7	-5
CCN(CC)S(=O)(=O)c1ccc2c(c1)c(=O)c(C(=O)N1CCc3ccccc3C1)cn2C	-5	x	-16	8	-6	1	3	-15
C/C=C/c1ccc([C@H]2[C@H](CO)N(C(C)=O)[C@H]2CN(C)S(C)(=O)=O)cc1	x	0.1	-5	x	5	-2	x	10
COc1cc(-c2nnc3sc(-c4cccs4)nn23)cc(OC)c1OC	x	x	4	x	3	1	x	-1
O=C(NC(NC(=O)c1ccccc1)c1ccccc1)c1ccccc1	0	x	5	-3	-4	3	5	-6
O=C(Nc1ccccc1F)c1coc(=O)c(Br)c1	-63	3.3	x	1	-3	x	74*	x
CCn1c(Oc2ccc(F)cc2)nc2c1c(=O)n(C)c(=O)n2C	6	0.1	1	0	3	-3	-2	-8
Cc1noc(C)c1S(=O)(=O)Nc1ccc2c(c1)C(=O)N([C@H](C)CO)C[C@H](C)[C@H](CN(C)C(=O)c1ccncc1)OCCCC[C@@H](C)O2	-5	0.1	-2	5	-6	1	2	2
COc1ccc(C(=O)CSc2nnc(CNC(=O)c3ccc(OC)cc3)n2C)cc1	0	x	3	-1	2	1	-2	4
COc1ccc(Nc2ncnc3sccc23)cc1OC	-1	0.0	6	4	-4	-4	4	8

Some of the entries so far, comma-delimited.
structure,RAD52 inh,E-selectin induc,RAD54 inh,ERp5 block,ARNT TACC3 PPI,PglD inh,Casp6 inh,esBAF inh
CCOC(=O)c1ccc(S(=O)(=O)NNS(=O)(=O)c2ccc(C)cc2)cc1,-12,-1.6,3,2,-10,0,2,-2
Cc1cc(OC(C)C(=O)N2CCN(c3ccc(F)cc3)CC2)c2c(C)c(C)c(=O)oc2c1 (stereo unspecified),-2,-1.8,5,x,5,-3,-2,-2
CCn1c(=S)[nH]c2c(=O)n(C)c(=O)n(C)c21,-1,-0.1,-5,1,-7,1,0,0
CCOc1ccccc1NC(=O)NCc1cccnc1,-9,4.1,x,-6,1,x,-3,x
O=C(CCl)Nc1cccc(S(=O)(=O)NC2=NCCCCC2)c1,-5,3.4,-11,-1,9,-3,2,-22
CCCN(C)C[C@@H]1Oc2ncc(-c3ccccc3F)cc2C(=O)N([C@@H](C)CO)C[C@@H]1C,7,-0.1,-3,1,-1,2,2,1
Cc1ccc(CNC(=O)Nc2ccc(F)cc2)n1C,-17,x,-8,4,3,5,4,0
COCCNc1nc2c(c(=O)n(Cc3cccc(Cl)c3)c(=O)n2C)n1C,2,x,10,0,-8,-2,-5,11
CCOc1ccccc1NC(=O)C(OC(=O)c1cnccn1)c1ccccc1 (stereo unspecified),-15,x,-6,-4,0,0,-2,-3
Cc1cc(NC(=O)c2cccc(S(=O)(=O)N3CCCCCC3)c2)no1,x,x,-5,x,-8,2,x,6
CC(=O)c1c(C)[nH]c(C(=O)N2CCc3ccccc3C2)c1C,x,x,2,x,-13,-3,x,-6
O=C(Nc1ccc2c(c1)oc1ccccc12)c1ccc2c(c1)OCO2,x,x,-4,x,-4,3,x,39
O=C1c2ccccc2C(=O)N1C[C@@H]1CCCN(Cc2ccc(OCCO)cc2)C1,13,x,3,-1,7,6,0,x
COc1cccc(CN2CCNC(=O)C2CC(=O)NCCN2CCOCC2)c1OC (stereo unspecified),-9,1.0,-4,-9,-10,-6,13,-1
COc1cc(/C=N/NC(=O)C(=O)NCC2CCCO2)ccc1OCC(=O)N1CCOCC1 (stereo unspecified),0,x,x,2,-3,x,0,x

(continued)
SMILES	RAD52 inh	E-selectin induc	RAD54 inh	ERp5 block	ARNT TACC3 PPI	PglD inh	Casp6 inh	esBAF inh
CCN(CC)CC(=O)Nn1c(C)nc2c(ncn2-c2ccccc2)c1=O	-5	x	x	1	8	x	2	x
COc1ccc(N2CC(C(=O)Nc3nnc(SCC(=O)NC4CCCC4)s3)CC2=O)cc1 (stereo unspecified)	-29	-0.1	-1	4	24	-5	9	x
Cc1nc2c(cc1C#N)C(=O)c1ccccc1-2	1	-0.9	x	-4	-2	x	1	x
C[C@H]1CCCCO[C@@H](CN(C)S(=O)(=O)c2ccc(F)cc2)[C@@H](C)CN([C@@H](C)CO)C(=O)c2cc(NC(=O)Nc3ccc(F)cc3)ccc2O1	x	-0.1	-6	x	-3	0	x	-1
Cc1c(C(=O)NCCSCc2ccc(Cl)cc2Cl)cccc1[N+](=O)[O-]	-5	x	-1	-6	x	3	0	4
COc1ccc(C2(c3ccc(OC)cc3)NC(=O)N(CC(=O)NC3CCCC3)C2=O)cc1	2	-0.3	11	4	0	-5	-3	-2
Cc1ccccc1/C=C/c1nc2ccccc2c(=O)[nH]1	-1	0.2	x	1	2	x	-1	21
C[C@@H]1ON(C)[C@H]2C[C@H]3c4cc(N5CCOCC5)ccc4CCN3C(=O)[C@@H]12	-4	-0.1	1	-7	-2	-3	x	2
CC(O)(c1ccc(F)c(F)c1)c1nc(-c2ccc(S(C)(=O)=O)cc2)cs1 (stereo unspecified)	-11	-0.1	-7	18	x	-2	1	-7
Cn1c2ccccc2c(=O)c2ccc(C#Cc3ccccn3)cc21	-42	-0.2	x	0	x	x	1	x
COc1ccc(CCC(=O)Nc2ccc(S(=O)(=O)N3CCCC3)cc2)cc1OC	1	2.3	-2	-1	-4	2	-1	-2
CN(C)c1ccc(NC(=O)CN2C(=O)c3ccccc3C2=O)cc1	-3	x	3	2	4	1	-2	10
COc1ccc(NC(=O)N2CC(=O)N3[C@H](CO)[C@H](c4ccc(C5=CCCC5)cc4)[C@H]3C2)cc1	-18	-0.3	x	2	x	x	1	x
CCc1nnc(NC(=O)COc2ccc(N(C)S(=O)(=O)c3ccc(C)cc3)cc2)s1	-11	x	1	0	-12	-1	1	-4
Cc1nc2ccccc2c(=O)n1NCc1cc(Br)cs1	-17	x	-3	3	-1	3	1	-1
CO[C@H]1CN(C)C(=O)c2ccc(NC(C)=O)cc2OC[C@H](C)N(C(=O)c2ccccc2)C[C@H]1C	-11	0.0	-4	8	-1	-3	2	-3
COc1ccc(C)cc1-n1nnnc1SCC(=O)Nc1cc(C)on1	-10	x	-6	2	-21	-4	1	-12
CCCNC(=O)N1C[C@H]2[C@@H](c3ccccc31)[C@@H](CO)N2Cc1ccc2c(c1)OCO2	-7	-0.4	-1	-2	8	1	-3	-3
O=C(c1ccccn1)N1CC2(C1)[C@@H](c1ccccc1)[C@@H](CO)N2Cc1ccc(Cl)cc1	-6	-0.4	x	1	x	x	-1	x
CCCNC(=O)N[C@H]1C=C[C@@H](CC(=O)NCCc2ccccc2)O[C@@H]1CO	-10	0.2	-3	1	0	5	1	0

Screens (PubChem BioAssay)

Rows are unselected (roughly 3.2% active in at least one column).
